PriA SSB inh: blocks PriA binding to SSB C-terminal tail. actives 0.6% (n = 430,000). inhibition, % at 33 µM. AlphaScreen SSBct-PriA binding, biotinylated peptide; in the data active means inhibition mostly above about 37%, no sharp cut-off; inactive means mostly below about 20%;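 further: plate controls were negative control peptide for no effect and reference peptide for full effect; strong numbers were not always called active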
Vc quorum ag: induces V. cholerae light production without autoinducers | actives 0.16% (n = 350,000) | V. cholerae BH1578 lux reporter, luminescence, 6 h | activation, % at 18.7 µM; in the data active means activation mostly above about 9.7%, no sharp cut-off; further: not every result past the cut was called active; inactives centre near 0; reference of the scale not given here
Rv3671c protease: inhibits the M. tuberculosis serine protease Rv3671c; actives 0.048% (n = 320,000); inhibition, % at 5.96 µM; P9WHR9; AID 2606; in the data active means inhibition above about 38%;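 further: extracellular domain of Rv3671c used as enzyme; 0% = enzyme with DMSO and 100% = no enzyme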
Target sequence (P9WHR9 whole entry, looked up, the tested form may be a part): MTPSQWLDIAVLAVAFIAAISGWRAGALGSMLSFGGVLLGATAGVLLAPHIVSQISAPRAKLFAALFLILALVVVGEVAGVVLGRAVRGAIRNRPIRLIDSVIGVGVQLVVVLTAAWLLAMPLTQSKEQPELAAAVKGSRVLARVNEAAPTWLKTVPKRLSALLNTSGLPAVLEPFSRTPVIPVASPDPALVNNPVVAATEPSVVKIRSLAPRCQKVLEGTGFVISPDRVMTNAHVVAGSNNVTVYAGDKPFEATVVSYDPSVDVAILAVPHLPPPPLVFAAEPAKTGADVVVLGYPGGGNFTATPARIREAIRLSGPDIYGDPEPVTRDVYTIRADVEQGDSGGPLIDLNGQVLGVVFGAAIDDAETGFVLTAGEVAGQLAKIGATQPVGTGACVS
CCHFV vOTU inh: blocks the CCHF virus ovarian tumor domain protease; CCHFV vOTU protease, Pep-AMC fluorescence; inhibition, % at 11.5 µM; actives 0.55% (n = 370,000); AID 651958; in the data active means inhibition above about 30%; further: 0% = vehicle wells with enzyme and 100% = no enzyme wells
SARS 3CLpro inh: SARS-CoV 3CLpro protease inhibition; P0C6X7; recombinant SARS-CoV 3CLpro, quenched FRET peptide cleavage; inhibition, % at 6 µM; actives 0.14% (n = 290,000); AID 1706; in the data active means inhibition above about 12%
Yp Topo-I inh: blocks Yersinia pestis topoisomerase I activity; actives 0.064% (n = 360,000); activity, % at 10 µM; Y. pestis Topo-I cleavage product accumulation, plate reader; in the data active means activity above about 50%, passing the limit was not always enough; further: inactives centre near 2
MazF activator: MazEF (E. coli) toxin RNase activation; FAM/BHQ RNA-DNA oligo cleavage fluorescence, 5 h; activation, % at 20 µM; actives 0.32% (n = 350,000); AID 504720; in the data active means activation above about 50%
Target sequence (P0AE70 whole entry, looked up): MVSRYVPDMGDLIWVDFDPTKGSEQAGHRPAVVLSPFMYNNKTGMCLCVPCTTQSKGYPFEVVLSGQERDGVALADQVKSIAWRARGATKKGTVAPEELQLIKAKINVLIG
DUSP3 inh: inhibitors of human VHR1 phosphatase (DUSP3); P51452; recombinant VHR phosphatase, pNPP absorbance; inhibition, % at 13.3 µM; actives 0.52% (n = 290,000); AID 1654; in the data active means inhibition above about 50%; further: some compounds called inactive have numbers as strong as hits
Target sequence (P51452 whole entry, looked up): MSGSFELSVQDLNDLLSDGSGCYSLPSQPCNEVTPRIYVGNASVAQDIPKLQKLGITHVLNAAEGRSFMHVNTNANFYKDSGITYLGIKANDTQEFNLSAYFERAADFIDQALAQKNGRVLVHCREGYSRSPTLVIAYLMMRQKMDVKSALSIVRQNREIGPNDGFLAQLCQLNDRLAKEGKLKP
PrPC surface inh: inhibitors of human cell surface prion protein PrPC | P04156 | inhibition, % at 13.8 µM | actives 0.43% (n = 370,000) | TR-FRET read-out; in the data active means inhibition above about 24%; further: 0% = median of the test wells and 100% = reference compound wells
TcdB inh: inhibitors of Clostridioides difficile toxin B glycohydrolase. P18177. inhibition, % at 9.99 µM. TcdB glycohydrolase enzymatic assay, plate reader. actives 0.24% (n = 350,000); in the data active means inhibition above about 10%
Active calls of the source: *; i = inactive; · = not tested or not shown; & = joins results of further samples. A portion of the library; rates above refer to the full screens.

SMILES	PriA SSB inh	Vc quorum ag	Rv3671c protease	CCHFV vOTU inh	SARS 3CLpro inh	Yp Topo-I inh	MazF activator	DUSP3 inh	PrPC surface inh	TcdB inh
COc1ccc(NC(=O)C(CCSC)N2C(=O)c3ccccc3C2=O)cc1 (stereo unspecified)	-1	-0.3	3	-3	3	12	3	-29	3	·
COc1ccc(NC(=O)c2ccc3c(c2)N(C)CCS3)cc1	3	i	-6	0	-2	-3	4	-2	13	1.5
O=S(=O)(NC1CCCCC1N1CCC(O)CC1)c1ccccc1 (stereo unspecified)	3	-0.5	6	7	3	3	-5	58*	1	-0.3
O=C(/C=C/c1ccc(Cl)c(Cl)c1)N1CCc2ccccc21	-14	-0.4	-2	-5	4	-2	1	30	-4	-0.2
Cc1ccc2c(c1)C(=O)N(CCCCO)C2=O	-6	-0.3	3	11	3	10	2	-8	-5	·
Cc1oc(-c2ccccc2F)nc1CS(=O)(=O)CC(=O)NC(C)CCc1ccccc1 (stereo unspecified)	-6	i	0	20	5	18	-7	9	0	1.7
CC1(C(=O)Nc2ccc(Cl)c(Cl)c2)CCN1Cc1cc2ccccc2o1 (stereo unspecified)	·	i	·	5	·	11	·	·	5	-0.8
COc1ccc(-c2csc3nc(-c4cccnc4)nc(Cl)c23)cc1OC	-4	-0.2	-26	-1	-4	11	3	5	-1	1.5
CC(C)(C)OC(=O)C[C@@H]1C/C=C\C[C@H](CC(=O)N[C@H](CO)Cc2ccccc2)C(=O)N[C@@H](Cc2ccccc2)COC1=O	-1	2.1	0	4	·	4	8	·	-7	0.4
CCOC(=O)C1CCCN(C(=O)c2cc3c(=O)n(C)c4ccccc4c3n2C)C1 (stereo unspecified)	-7	i	3	1	-1	13	-6	12	-4	1.5
Cc1ccc(Nc2nc(N)nc(COC(=O)C3=COCCO3)n2)cc1	0	i	6	-2	·	-1	1	·	4	0.1
O=C(COC(=O)Cc1ccsc1)Nc1ccc(Br)cc1	-25	-0.7	-7	-8	·	2	8	·	7	1.8
CCOC(=O)CN(C(=O)CNC(=O)c1cccs1)C(C(=O)NC1CCCC1)c1cccnc1 (stereo unspecified)	-25	-2.0	-5	4	0	2	5	39	-8	·
Fc1cccc(-n2cc(-c3ccccc3)c3c(=S)nc[nH]c32)c1	14	-2.6	4	4	5	0	-3	0	5	0.2
C=C1CCN([C@@H](C)C(=O)NCc2ccc(OC)cc2)S(=O)(=O)c2ccccc21	-4	-0.8	5	5	·	5	1	26	1	0.8
N#Cc1ccc(CN2CCN(C(=O)c3ccc(S(=O)(=O)N4CCCCCC4)cc3)CC2)cc1	-10	2.0	1	6	·	2	-3	·	-3	0.6
COC(=O)c1ccccc1S(=O)(=O)N1CCC(C(=O)Nc2ccc(N3CCOCC3)cc2)CC1	1	i	11	6	·	3	-1	·	-10	-0.1
CCOc1ccc(C(=O)N2CCN(Cc3ccccc3)CC2)cc1	-3	-7.7	0	13	1	13	0	12	-11	·
CC(CCc1ccccc1)NC(=O)CN1CCSc2ccccc21 (stereo unspecified)	14	-0.3	3	0	6	-4	-11	7	9	2.3
Cc1ccc2nc(-c3ccc(NC(=O)CN(C)S(=O)(=O)c4ccccc4)cc3)sc2c1	·	·	-10	-1	3	·	·	22	1	-0.9

Single records, as listed above. Order of screens: PriA SSB inh	Vc quorum ag	Rv3671c protease	CCHFV vOTU inh	SARS 3CLpro inh	Yp Topo-I inh	MazF activator	DUSP3 inh	PrPC surface inh	TcdB inh
`CCOC(=O)CN(C(=O)CNC(=O)c1cccs1)C(C(=O)NC1CCCC1)c1cccnc1` (stereo unspecified) across the screens: -25	-2.0	-5	4	0	2	5	39	-8	·
`Cc1ccc2nc(-c3ccc(NC(=O)CN(C)S(=O)(=O)c4ccccc4)cc3)sc2c1` across the screens: ·	·	-10	-1	3	·	·	22	1	-0.9
`CC(CCc1ccccc1)NC(=O)CN1CCSc2ccccc21` (stereo unspecified) across the screens: 14	-0.3	3	0	6	-4	-11	7	9	2.3
`C=C1CCN([C@@H](C)C(=O)NCc2ccc(OC)cc2)S(=O)(=O)c2ccccc21` across the screens: -4	-0.8	5	5	·	5	1	26	1	0.8
`Cc1ccc(Nc2nc(N)nc(COC(=O)C3=COCCO3)n2)cc1` across the screens: 0	i	6	-2	·	-1	1	·	4	0.1

The list goes on.
SMILES	PriA SSB inh	Vc quorum ag	Rv3671c protease	CCHFV vOTU inh	SARS 3CLpro inh	Yp Topo-I inh	MazF activator	DUSP3 inh	PrPC surface inh	TcdB inh
Cc1ccc(S(=O)(=O)NC(=O)NN2CC3CCCC3C2)cc1 (stereo unspecified)	-3	i	6	4	7	1	-5	2	4	-1.4&0.9
CCN1CCN(c2ccc(S(=O)(=O)N3CCOCC3)cc2NC(=O)/C=C/c2cccc(OC)c2OC)CC1	6	-0.8	-3	-6	·	-1	4	·	-5	0.6
O=C(CC(NC(=O)c1ccccc1Cl)c1ccccc1)NCCc1ccc(Cl)cc1 (stereo unspecified)	1	-0.3	-13	-6	1	3	-9	18	6	·
COc1ccccc1NC(=O)NS(=O)(=O)c1ccc(C)cc1	1	-0.6	-1	9	-4	5	3	23	-3	·
O=C(NCCCNC(=O)c1ccccc1F)c1ccco1	-1	-0.2	-5	1	-3	-1	2	36	-2	1.8
COCCn1c(/C=C/c2ccccc2)nc2ccccc21	-7	i	6	-36	-2	-7	-2	22	-8	6.9
CCOc1cc2sc(N3CCC(C(=O)NCCCN4CCCC4=O)CC3)nc2cc1Br	-6	-3.7	0	24	-5	35	-7	-15	-5	-1.9
CC1(c2nnc(Cc3ccccc3)o2)CC(c2ccncc2)=NO1 (stereo unspecified)	4	-0.8	-10	-4	·	-2	6	·	1	9.3
c1ccc(-c2ccc(C3=Nn4c(nnc4-c4cccs4)SC3)cc2)cc1	10	i	-31	6	8	-4	-17	16	-1	1.5
O=C(NC(=S)Nc1nc2c(s1)CSc1ccccc1-2)c1ccccc1	-4	i	-18	-20	3	1	-1	18	1	·
C/C(N)=C(/C#N)C(=O)COC(=O)CNS(=O)(=O)c1c(F)cccc1F	-1	0.9	-8	12	5	7	11	30	5	0.0
Cc1ccc(S(=O)(=O)c2cc3ccc(O)cc3oc2=O)cc1C	-11	i	4	-367	-6	7	-147	7	-4	0.5
Cc1ccccc1-c1nnc(CN2CCC(C)CC2)o1	-5	-0.6	-6	0	-3	2	6	6	5	-0.6
CN1CCN(S(=O)(=O)c2ccc(Cl)c(C(F)(F)F)c2)CC1	-30	i	·	-2	·	-3	9	·	-4	-1.0
CCOc1ccc(NC(=O)CCCCn2c(=O)[nH]c3ccsc3c2=O)cc1	-6	0.2	-2	-12	1	3	1	-6	5	2.6
COc1ccc(NC(=O)NCC(C)CSc2ccc(C)cc2)c(OC)c1 (stereo unspecified)	5	i	10	-8	5	18	4	-33	2	0.8
CC1CCN(C(=O)CS(=O)(=O)Cc2ccccc2)CC1	-2	-0.2	2	-19	0	7	8	-35	-3	-0.2
CCOC(=O)C1(C)CCCN(C(=O)c2ccc(C#N)cc2)C1 (stereo unspecified)	·	-0.8	·	-11	·	-2	·	·	1	1.3
Cc1nc(-c2ccc(S(=O)(=O)N3CCN(C4c5ccccc5-c5ccccc54)CC3)s2)cs1	-2	-0.3	-3	-10	1	1	-11	16	-4	-0.2
CC(=O)Nc1cccc(-c2csc(C(O)c3ccccc3)n2)c1 (stereo unspecified)	·	-0.3	·	14	·	5	·	·	3	4.0
CCCSc1nc(N2CCOCC2)c2c(c1C#N)CCCC2	-15	i	-7	6	3	11	16	4	-8	·
Cc1cccnc1NC(=O)CCc1nnc2ccc(N3CCC4(CC3)OCCO4)nn12	-20	i	-5	7	-3	7	7	-8	-5	0.2
Cc1ccc(F)c(S(=O)(=O)NC(=O)C2(C)CCN2C(=O)CC2CCCCC2)c1 (stereo unspecified)	·	1.1	·	-2	·	10	·	·	-1	0.0
CCC(=O)c1ccc(N2CCN(C(=O)COc3ccccc3F)CC2)c(F)c1	-21	-0.6	-10	2	0	11	-5	23	10	0.3
CC(=O)C1C(c2cccc([N+](=O)[O-])c2)C2C(C)=NN=C2CC1(C)O (stereo unspecified)	-9	i	4	9	3	-4	4	-10	3	·
Cc1ccc(NC(=O)C(C)N2C(=O)C3C4CC(C(Br)C4Br)C3C2=O)cc1 (stereo unspecified)	-2	38*	-8	5	-4	-10	6	27	5	·
CCOc1cc(/C=C2\SC(=S)N(NC(=O)c3cccnc3)C2=O)ccc1O	5	-0.9	-74	-1	-3	0	-121	0	-16	-0.6
CS(=O)(=O)N1CCN(c2ccccc2NC(=O)c2cc3ccccc3o2)CC1	4	-0.2	-13	3	5	15	6	8	2	1.5
O=C1Nc2ccccc2C(O)(C(=O)NCc2ccco2)N1c1ccccc1 (stereo unspecified)	-11	-0.2	-8	-11	-2	-8	4	0	-2	·
CC(N=C1NS(=O)(=O)c2ccccc21)C(=O)NCc1ccncc1 (stereo unspecified)	2	-0.2	·	2	·	-7	4	·	3	0.9

The last 2 records of the part before lead into the next:
SMILES	PriA SSB inh	Vc quorum ag	Rv3671c protease	CCHFV vOTU inh	SARS 3CLpro inh	Yp Topo-I inh	MazF activator	DUSP3 inh	PrPC surface inh	TcdB inh
O=C1Nc2ccccc2C(O)(C(=O)NCc2ccco2)N1c1ccccc1 (stereo unspecified)	-11	-0.2	-8	-11	-2	-8	4	0	-2	·
CC(N=C1NS(=O)(=O)c2ccccc21)C(=O)NCc1ccncc1 (stereo unspecified)	2	-0.2	·	2	·	-7	4	·	3	0.9
CC(NC(=O)COC(=O)/C=C/c1cccc(F)c1)c1ccccc1 (stereo unspecified)	-4	-1.7	-1	3	·	13	-9	·	-6	-0.4
COc1cc2c(=O)n(C)c3ccccc3c2cc1OC	·	-0.3	·	-3	·	0	2	·	-4	0.4
O=C(Cc1coc(-c2ccc(F)cc2)n1)N1CCOCC1	-7	-0.5	3	0	1	-1	-13	11	-4	·
Cc1csc(NC(=O)CSc2nc(C)cs2)n1	-16	-0.1	-2	10	-5	1	-5	17	0	·
Cc1ccc(C(=O)NCC(=O)OCc2nnc(-c3ccc([N+](=O)[O-])cc3)o2)s1	8	i	5	14	·	-14	-1	·	-56	0.8
COc1ccc(C2=NOC(Cn3nc(-c4ccccc4)cc3C(=O)NCc3ccco3)C2)cc1 (stereo unspecified)	0	i	9	4	·	7	-3	·	1	0.8
COCC1CCN(C(=O)CC2C(=O)NCCN2Cc2cccc(Oc3ccccc3)c2)CC1 (stereo unspecified)	-6	-0.4	7	10	5	17	-10	14	2	0.3
O=C(NNC(=O)c1ccccc1Br)c1ccc(Cl)c(Cl)c1	-9	i	-7	-3	4	4	5	8	-13	·
Cc1ccc(SCC(=O)Nc2ccc(N3CCOCC3)cc2)cc1	1	-0.1	-2	0	4	4	1	1	10	0.0
COc1ccc(NC(=O)CN(C)C(=O)c2ccc(NS(=O)(=O)c3ccc(F)cc3)cc2)cc1	-3	-5.0	1	2	·	-1	-3	·	8	1.3
Cc1ccc(C(=O)NC2CCCc3ccccc32)cc1[N+](=O)[O-] (stereo unspecified)	8	i	-7	10	4	-10	20	-3	-3	1.3
NC(=O)Cn1c(=O)n(CC(=O)N2CCCCC2)c(=O)c2sccc21	-16	i	7	9	2	-8	9	1	0	0.8
Cc1ccccc1C(=O)OCCN(C)Cc1ccccc1	-41	i	-2	-7	2	2	-2	2	3	0.6
COc1cccc(C2SCC(=O)N2c2ccc(Br)cc2)c1OC (stereo unspecified)	-24	1.6	1	-18	1	5	9	-5	2	·
C=CCN(Cc1cccc(OC)c1OC)C(=O)Oc1ccccc1	-8	i	1	11	·	-4	5	·	12	0.4
COC(=O)c1cc(-c2ccc(Cl)cc2)n[nH]1	-17	2.7	-9	-2	-4	-4	-2	21	4	0.2
Cc1cccc(CSCCNC(=O)CSCc2ccc([N+](=O)[O-])cc2)c1	0	i	1	8	5	40	-10	32	-6	·
COc1ccc(C(O)C(CN2CCOCC2)c2ccccc2)cc1 (stereo unspecified)	-6	i	-8	-2	4	-3	-1	4	4	·
COc1ccc(C(=O)NC(C)CCc2ccccc2)c(OC)c1 (stereo unspecified)	-7	i	-26	0	-9	14	0	14	0	-2.2
CCN1CCCC1CNC(=O)c1ccc2c(c1)N(Cc1ccccc1F)C(=O)c1ccccc1S2(=O)=O (stereo unspecified)	5	-2.9	-6	13	3	-12	13	2	-13	0.1

Screens as filed in PubChem BioAssay.
